# hcGAS lum: inhibitors of human cGAS. recombinant h-cGAS, ATP depletion, Kinase-Glo luminescence. inhibition, % at 12.5 µM. hit rate 0.081% among 290,000;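 also: 0% = vehicle reaction and 100% = reaction without DNA for no activity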
# Target sequence (Q8N884 whole entry, looked up): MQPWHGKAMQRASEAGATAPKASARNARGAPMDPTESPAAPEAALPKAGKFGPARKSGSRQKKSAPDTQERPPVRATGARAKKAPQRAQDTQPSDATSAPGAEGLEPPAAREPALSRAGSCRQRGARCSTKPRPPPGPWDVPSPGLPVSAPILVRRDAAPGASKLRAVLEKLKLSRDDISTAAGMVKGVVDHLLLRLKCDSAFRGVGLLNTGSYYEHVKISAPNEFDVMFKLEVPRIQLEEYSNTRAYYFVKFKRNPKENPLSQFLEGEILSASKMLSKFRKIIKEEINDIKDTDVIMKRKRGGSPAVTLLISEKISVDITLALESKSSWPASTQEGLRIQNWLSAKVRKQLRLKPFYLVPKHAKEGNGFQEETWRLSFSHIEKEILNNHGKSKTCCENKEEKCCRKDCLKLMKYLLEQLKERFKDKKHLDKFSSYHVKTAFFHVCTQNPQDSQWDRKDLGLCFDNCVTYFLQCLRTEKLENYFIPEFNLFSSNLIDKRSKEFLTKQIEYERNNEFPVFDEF
# mcGAS inh: inhibitors of mouse cGAS; recombinant cGAS, Kinase-Glo ATP depletion luminescence; inhibition, % at 12.5 µM; hit rate 0.15% among 160,000; AID 1259399;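 also: 0% = negative control wells and 100% = reference inhibitor with no enzyme activity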
# NPYLR7 agonist: mosquito NPYLR7 agonism. HEK293T NPYLR7/Galpha15, GCaMP6s calcium fluorescence. activation, % at 10 µM. hit rate 0.15% among 270,000; in the data active = activation above about 40%;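 also: 0% = vehicle and 100% = reference agonist at the receptor; some compounds past the cut are filed as inactive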
# * hit, by the source's call; nt = no result given; & = joins results of further samples. Rule as the data show it, unless noted: active = inhibition above about 40%; inactive = the rest.
SMILES,hcGAS lum,mcGAS inh,NPYLR7 agonist
CN(CC1CCCCO1)c1nnc(C(F)F)s1 (stereo unspecified),-7.7,-16.0,-1.6
N#CC1(C(=O)Nc2ccc3c(c2)S(=O)(=O)C=C3)CCCCC1,-7.9&-11.5,nt,4.9&12.3
Cc1cc(C)cc(-n2nc(C(=O)NCc3ccco3)c(=O)n(Cc3cccc(Cl)c3)c2=O)c1,-0.2,-3.8,nt
CNC(=O)[C@@H]1C[C@@H](n2cc(CN(C)C(=O)c3cccc(Cl)c3)nn2)CN1,1.6,1.1,2.6
COc1ccc(C=NOCc2ccc(Br)cc2)c(OC)c1,-6.5,nt,6.1
O=C(Nc1ccc(-c2cscn2)cc1)C1CCCN(C(=O)Cc2ccccc2F)C1 (stereo unspecified),-3.8,nt,9.1
CCCCn1c(CN(C)C(C)c2ccccc2OC)cnc1S(=O)(=O)CC (stereo unspecified),-8.9,nt,13.5
CCc1nc(COC(=O)CNC(=O)CCC2CCCC2)cs1,-6.1,-12.9,-6.0
C=C(C)CN(CC)C(=O)c1ccc(-c2ccc3c(c2)OCCO3)s1,-13.3,-8.1,3.3
Cc1cc(OCC(=O)Nc2cc(C)n3nc(C(F)(F)F)nc3n2)ccc1C(C)C,-5.4,-1.9,-3.2
CN1CCCN(c2ncccc2CNC(=O)c2c[nH]c3ccccc23)CC1,1.1,nt,11.4
CC(C)C(NC(=O)c1ccccn1)c1ccccc1 (stereo unspecified),-10.2,-8.8,8.5
CCN(C)C(=O)c1nn(-c2cccc(C(F)(F)F)c2)c(=O)n(Cc2ccc(C)cc2)c1=O,0.2,-0.7,-3.5
Cc1c(=O)n(OCc2ccc(Oc3ccccc3)cc2)c2ccccc2[n+]1[O-],-4.1,nt,20.2
CC(=O)NC(C(=O)N1CCCC(C)C1)C(C)C (stereo unspecified),4.0,15.5,1.9
CCCCCCCC(=O)N1CCN(c2nc(Cc3cccc(OC)c3)ns2)CC1,-5.0,-3.3,-9.5
O=C(Nc1ccc(N2CCN(C(=O)c3ccoc3)CC2)nc1)c1ccco1,-2.7,-5.7,-0.6
O=C(NCCc1cccc(Cl)c1)c1ccc(-c2cc(-c3ccccc3)n[nH]2)cc1,1.7,0.8,1.0
CCC(C(=O)N(Cc1cc(NC(=O)c2ccccc2Cl)ccc1N(C)C)C1CCCCC1)c1ccccc1 (stereo unspecified),-9.6,-5.9,16.4
O=C(C1CCN(C(=O)[C@@H]2CCCN2C(=O)/C=C/c2ccc(OC(F)(F)F)cc2)CC1)N1CCCCC1,-7.0,-7.7,0.5
Cc1cc(Cl)ccc1C(=O)C1CCCN(C(=O)c2cncs2)C1 (stereo unspecified),-7.8,-3.5,2.9
COC(=O)c1coc(CN2C[C@H]3CC=C(C)C[C@H]3C2)n1,-1.1,-0.2,-2.7
COCc1nc(NC(c2ncc(C)s2)C2CC2)c2c(-c3ccccc3)csc2n1 (stereo unspecified),-8.2,nt,3.1
O=c1[nH]c(C(Cl)=Cc2ccc(F)cc2)nc2cc(C(F)(F)F)ccc12,-0.6,nt,8.4
CNc1ccc2ncc(-c3cc(OC)ccc3OC)n2n1,1.2,nt,-0.9

# Rewritten with two lines to a compound: entries from further up
# The line under a structure holds: hcGAS lum | mcGAS inh | NPYLR7 agonist
> N#CC1(C(=O)Nc2ccc3c(c2)S(=O)(=O)C=C3)CCCCC1
 : -7.9&-11.5 | nt | 4.9&12.3
> CNc1ccc2ncc(-c3cc(OC)ccc3OC)n2n1
 : 1.2 | nt | -0.9
> O=C(Nc1ccc(-c2cscn2)cc1)C1CCCN(C(=O)Cc2ccccc2F)C1 (stereo unspecified)
 : -3.8 | nt | 9.1
> O=C(C1CCN(C(=O)[C@@H]2CCCN2C(=O)/C=C/c2ccc(OC(F)(F)F)cc2)CC1)N1CCCCC1
 : -7.0 | -7.7 | 0.5

# 16 compounds from above, sorted by SMILES length, high to low:
SMILES,hcGAS lum,mcGAS inh,NPYLR7 agonist
CCC(C(=O)N(Cc1cc(NC(=O)c2ccccc2Cl)ccc1N(C)C)C1CCCCC1)c1ccccc1 (stereo unspecified),-9.6,-5.9,16.4
CCN(C)C(=O)c1nn(-c2cccc(C(F)(F)F)c2)c(=O)n(Cc2ccc(C)cc2)c1=O,0.2,-0.7,-3.5
CNC(=O)[C@@H]1C[C@@H](n2cc(CN(C)C(=O)c3cccc(Cl)c3)nn2)CN1,1.6,1.1,2.6
Cc1cc(OCC(=O)Nc2cc(C)n3nc(C(F)(F)F)nc3n2)ccc1C(C)C,-5.4,-1.9,-3.2
O=c1[nH]c(C(Cl)=Cc2ccc(F)cc2)nc2cc(C(F)(F)F)ccc12,-0.6,nt,8.4
O=C(Nc1ccc(N2CCN(C(=O)c3ccoc3)CC2)nc1)c1ccco1,-2.7,-5.7,-0.6
CCCCCCCC(=O)N1CCN(c2nc(Cc3cccc(OC)c3)ns2)CC1,-5.0,-3.3,-9.5
C=C(C)CN(CC)C(=O)c1ccc(-c2ccc3c(c2)OCCO3)s1,-13.3,-8.1,3.3
COC(=O)c1coc(CN2C[C@H]3CC=C(C)C[C@H]3C2)n1,-1.1,-0.2,-2.7
Cc1cc(Cl)ccc1C(=O)C1CCCN(C(=O)c2cncs2)C1 (stereo unspecified),-7.8,-3.5,2.9
CCc1nc(COC(=O)CNC(=O)CCC2CCCC2)cs1,-6.1,-12.9,-6.0
COc1ccc(C=NOCc2ccc(Br)cc2)c(OC)c1,-6.5,nt,6.1
CNc1ccc2ncc(-c3cc(OC)ccc3OC)n2n1,1.2,nt,-0.9
CC(=O)NC(C(=O)N1CCCC(C)C1)C(C)C (stereo unspecified),4.0,15.5,1.9
CC(C)C(NC(=O)c1ccccn1)c1ccccc1 (stereo unspecified),-10.2,-8.8,8.5
CN(CC1CCCCO1)c1nnc(C(F)F)s1 (stereo unspecified),-7.7,-16.0,-1.6

# Additional compounds follow.
SMILES,hcGAS lum,mcGAS inh,NPYLR7 agonist
Cc1cc(C)nc(Cl)n1,-10.6,nt,-2.9
CC(C)n1nccc1-c1nnc(NC(=O)c2ccco2)o1,-4.1,-8.2,6.0
CC(C)Cn1cncc1CNc1nc(CCN)nc2ccccc12,-12.0,nt,19.2
O=C(Nc1cccc(Cn2ccnc2)c1)c1csc(Br)c1,-7.2,nt,-0.7
O=C(COc1cc(Cl)ccc1Cl)N(CC1CCCO1)C1CCS(=O)(=O)C1 (stereo unspecified),-6.7,-6.5,-0.4
COc1cc(OC)c(Br)c(-n2c(C(C)N(CCC(C)C)C(=O)Nc3c(C)cccc3C)nc3ccccc3c2=O)c1 (stereo unspecified),-5.6,-3.5,19.0
COCCn1c(SCc2ccccc2)nc2c([nH]c3ccccc32)c1=O,-2.7,0.7,-2.1
CCC(C(=O)Nc1ccccc1C1SCC(=O)N1c1ccccc1C(C)C)c1ccccc1 (stereo unspecified),-2.9,-3.6,3.4
CCOC(=O)C1=NN(C(=O)c2ccc(Cl)cc2)C(O)(c2ccc(C)cc2)C1 (stereo unspecified),-3.0,-5.7,-4.3
CCCOC(=NC(C)CCCN(CC)CC)NC(=O)c1cccc(C)c1 (stereo unspecified),-9.5,-6.4,-7.1
COc1ccccc1-n1ncc2c(C)nnc(SCC(=O)NCc3ccc4c(c3)OCO4)c21,-2.2,-6.7,-7.3
COCCOC1CN(C2CCNCC2)C12CCCCC2 (stereo unspecified),-9.6,-6.2,nt
CN(C)Cc1nnnn1-c1ccc(-n2nnnc2CN(C)C)cc1,-7.0,-4.5,10.0
O=C(c1ccccc1F)N(Cc1nccn1Cc1ccccc1Cl)CC1CC1,-1.1,-5.0,5.8
Cc1ccc(F)cc1S(=O)(=O)N1CCC(Cc2ccc3c(c2)OCO3)CC1,-2.1,-4.7,12.7
Cc1nc(-c2cc(C(=O)NCC(=O)NC(C)C)n(C)c2)cs1,-14.7,nt,-0.1
CCCN(CC(=O)N(CCc1ccc(OC)c(OC)c1)Cc1ccc(C)s1)C(=O)Nc1cccc(OC)c1,8.7,-5.8,-2.2
CC(C)N(CC(=O)N1CC(=O)N(c2ccc(Cl)cc2)C1)S(=O)(=O)c1cccc2cccnc12,1.4,2.2,-10.0
Cc1cccn2c(=O)c(C(=O)NCCCN3CCOCC3)c(O)nc12,-3.7,-5.0,-0.7
COCCNC(=O)c1ccc(CSc2nnc(-c3ccc([N+](=O)[O-])cc3)n2Cc2ccccc2)cc1,-1.7,-9.9,22.6
Nc1nnc(SCC(=O)N2CCOCC2)s1,-3.1,nt,23.3
CC(=O)c1cccc(NC(=O)N[C@@H](Cc2ccccc2)C(=O)N2CCC(C(=O)N3CCCCC3)CC2)c1,-5.4,-6.0,2.8
Cc1ccccc1COC(=O)c1nnn(-c2ccc(Br)cc2)c1C,-5.7,-9.7,8.0
O=C1CCCCN1CC(=O)N1CCCC(Nc2ccc(F)cc2)C1 (stereo unspecified),-6.9,-6.3,-3.7
Cc1nn(S(=O)(=O)c2ccc(Cl)cc2)c(C)c1S(=O)(=O)N1CCCC1,-6.5,nt,4.7

# Next structures:
SMILES,hcGAS lum,mcGAS inh,NPYLR7 agonist
O=c1c2ccccc2ncn1Cc1noc(-c2ccco2)n1,3.3,nt,-11.1
Cc1cccc(C(=O)N2CCN(C(C(=O)N3CCSCC3)C3CCCC3)CC2)c1 (stereo unspecified),-2.1,-3.5,2.2
CC(C)(C)Nc1c(-c2ccccc2F)nc2ccc(Br)cn12,-2.7,-2.3,31.3
O=C(Nc1cc2c(cc1Cl)C(=O)c1ccccc1C2=O)c1ccco1,-5.7,nt,-7.8
Cc1nn(C)c(C)c1CN(C(=O)c1cc2ncccn2n1)C1CC1,-6.4,nt,-0.7
CCOC(=O)c1c(N)oc2c(Br)c3c(C(=O)OCC)c(N)oc3c(Br)c12,-8.9,nt,3.5
C=CCNc1ccccc1C(=O)N(C)CC1CCCCN1C (stereo unspecified),-12.5&1.6,-5.9,4.8&-9.2
CCN(C(=O)COc1ccc(S(N)(=O)=O)cc1)C1=CCCCC1,-5.1,nt,6.6
Nc1cccc(-c2cccc(-c3ccc4c(c3)OCCO4)n2)c1,-4.7,-5.7,0.1
O=C1CN(C(=O)C2CC2)CC(O)CN1CCCc1ccccc1 (stereo unspecified),-0.8,-6.4,17.2
Cc1ccc(-c2cc3c(=O)n(CC(=O)Nc4ccc5c(c4)OCCO5)ncn3n2)cc1C,-3.2,-1.5,-7.8
Cc1ccc(C(=O)NCC(=O)NC2CCCOC2)s1 (stereo unspecified),-8.3,-6.0,0.2
CCC(CO)N(Cc1ccsc1)C(=O)c1c[nH]c(=O)cn1 (stereo unspecified),-2.4,-14.7,-5.3
O=C(Nc1ccc(N2CCc3ccccc3C2)c(C(=O)NCc2cccnc2)c1)c1cc(Cl)cc(Cl)c1,-3.6,-4.3,0.1
COc1ccc(CC(CC(=O)N2CCC3(CC2)CC(=O)c2cc(F)ccc2O3)C(=O)N2CCC3(CC2)CC(=O)c2cc(F)ccc2O3)cc1 (stereo unspecified),-3.1,-6.0,-11.8
CC(NC(=O)c1cn(-c2ccccc2)nn1)c1cn2ncsc2n1 (stereo unspecified),-4.9,nt,13.3
CCNCC#CCOc1ccc(C)c(C)c1,-1.7,-2.5,-3.9
CCCCCNC(=O)c1ccc(CSc2nc(Cl)cc(N3CCN(c4ccc(Cl)cc4)CC3)n2)cc1,-3.8,-5.4,1.3
CCCN(C(=O)c1cccc(OC)c1)C(C)c1nc2ccccc2c(=O)n1-c1ccccc1OCC (stereo unspecified),-5.4,-4.6,22.0
C=CCNC(=O)OC1CN(CC(C)C)C(=O)CN(C(=O)c2cccs2)C1 (stereo unspecified),3.5,-5.3,1.2
CCN(Cc1cccc(F)c1)C(=O)Cn1cnc2ccccc2c1=O,-7.5,nt,1.7
NC(=O)CN(C(=O)C1CC(=O)N(Cc2ccccc2)C1)C1CCCC1 (stereo unspecified),-9.9,nt,1.5
N#CC(OC(=O)Cc1ccc(NC(=O)c2ccc(Br)o2)cc1)C1CC1 (stereo unspecified),-6.8,-10.7,-1.3
Cc1nc(-c2ccccc2)ncc1C(=O)NCC1(O)CCCNCC1 (stereo unspecified),-9.3,nt,15.7
Cc1nccc(N2CCC3(CC2)c2ccccc2[C@@H](N)[C@@H]3O)n1,-7.7,-12.0,21.8

# Following part
SMILES,hcGAS lum,mcGAS inh,NPYLR7 agonist
COC(=O)C1=C(C)N(C)C(C)=C(C(=O)OC)C1c1ccc(C)c([N+](=O)[O-])c1,3.4,1.2,-7.6
O=C(OCC1CC2CCC1C2)C(c1ccccc1)n1cccn1 (stereo unspecified),-15.4,nt,-0.2
CC(NC(=O)c1cccc(Cl)c1Cl)C(=O)OCc1cccc(C(N)=O)c1 (stereo unspecified),-5.3,-6.2,2.5
CCCC(=O)N1CCC1(C)C(=O)Nc1ccc2scnc2c1 (stereo unspecified),-15.3,-7.2,5.7
CCOc1ccc(-c2nc(N3CCC(Cc4ccccc4)CC3)c3ccccc3n2)cc1,-5.6,-6.1,5.2
CC(C)CN(Cc1cccn1Cc1ccccc1Cl)C(=O)CN(C(=O)C1CC1)C(C)C,-4.7,-3.4,-15.8
COc1cc(C(=O)Oc2cccc3cccnc23)cc(OC)c1OC,3.3,2.9,-10.4
CCn1c(CC2CCN(Cc3cnc(OC)nc3)CC2)n[nH]c1=O,1.9,nt,3.3
Cc1ccc(-c2nc(C=Nc3cccnc3Cl)c(O)o2)cc1,-11.3,nt,-4.1
O=C(c1ccc(Br)cc1)N(Cc1ccco1)C1CCS(=O)(=O)C1 (stereo unspecified),-16.1,-4.9,8.7
